IEC-6 tox: IEC-6 cytotoxicity, counter-screen for KLF5 inhibitors. luminescence viability. inhibition, % at 5 µM. 290,000 tested, 0.78% active; in the data active = inhibition above about 22%;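 also: 0% = plate median of test compound wells and 100% = cytotoxic reference compound wells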
HIF act: HIF pathway transcriptional activation | U2OS HRE-luciferase reporter, luminescence; normalized: DMSO 0%, desferrioxamine 100% | activation, % at 7.5 µM (by protocol) | 300,000 tested, 0.32% active | AID 1910;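 active = mean activation of at least 10% of the iron chelator positive control signal, with at least half of replicates also reaching 10%; inconclusive = mean and replicate majority disagree about reaching 10%; inactive = mean and most replicates under 10%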
HSP90 inh: inhibitors of HSP90 luciferase refolding in rabbit reticulocyte lysate | luciferase refolding luminescence, 3 h | inhibition, % at 5.6 µM | 290,000 tested, 0.91% active | AID 1789;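 active = inhibition above the screen-wide mean plus 3 SD, computed separately per campaign, cut at about 16% in these data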;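 also: 0% = DMSO wells and 100% = 60 µM geldanamycin wells; inhibitors lower the luminescence because luciferase stays unfolded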
AI-2 QS modul: modulators of Vibrio harveyi AI-2 quorum sensing system | Vibrio harveyi JMH597 AI-2 luminescence/OD600 ratio, 9 h; hits give low values; strain lacks LuxN and CqsS sensors; 0 = neutral-control median | activity change, % at 7.5 µM | 300,000 tested, 0.4% active | AID 2094; in the data active = activity change below about -75%, passing the limit was not always enough; inconclusive = no clear call, values can overlap the other calls;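 also: luminescence divided by OD600 gain over 9 h not by final OD600 alone; inactives centre near 13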
Platelet DG rel: platelet dense granule release activity; AID 1663; human platelet-rich plasma, SFLLRN dense granule ATP release, luminescence; 300,000 tested, 0.22% active; inhibition, %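 (compounds screened at 7.5 µM in platelet-rich plasma)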;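 active = mean replicate score, as percent of positive control, at or above 50; inconclusive = mean below 50 but at least one replicate at or above 50; inactive = mean and every replicate below 50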
HSF1 inh: HSF1 inhibition | NIH3T3-HGL HSE-luciferase, MG132-induced, luminescence 8 h; hits give low values | 300,000 tested, 0.77% active | AID 2098 | activity change, negative = inhibition, % at 7.5 µM (by protocol);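 active = more than half of replicate wells show activity change below -50%, luminescence cut by over half; inconclusive = some wells, but at most half, below -50%; inactive = no replicate well below -50%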;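 also: luciferase reports HSF-1 transcriptional activity via heat shock element; 0% = median of DMSO wells and -100% = zero luminescence signal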
KLF5 inhibitor: suppresses KLF5 promoter-driven expression. DLD-1 KLF5 promoter-luciferase reporter, luminescence. inhibition, % at 5 µM. 290,000 tested, 0.23% active;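 active = inhibition above a per-plate limit of that plate's mean compound inhibition plus 3 SD, cut at about 60% in these data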;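 also: 0% = DMSO wells and 100% = LY294002 at 200 µM; higher means less KLF5 promoter-driven luciferase light; inactives centre near -14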
aSyn UTR inh: MLPCN primary screen, SNCA 5' untranslated region. alpha-synuclein 5'UTR reporter, inhibitor activity. inhibition, % (tested at 7.5 µM). 300,000 tested, 0.82% active; in the data active = inhibition above about 60%; inconclusive = no clear call, values can overlap the other calls;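 also: H4 neuroglioblastoma cells stably carrying SNCA 5'UTR luciferase fusion; 0% = DMSO wells and 100% = positive control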
HSF1 activator: increases HSF-1 driven luciferase reporter signal. NIH3T3-HGL HSF-1 luciferase reporter, MG132, 8 h; 100% = twice DMSO control signal. activation, % at 9 µM. 300,000 tested, 1.7% active;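 active = mean replicate activation of at least 50% with a set share of replicates each reaching 50%; inconclusive = only one of those two conditions met; inactive = mean below 50% and too few replicates reaching it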;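 also: 0% = median of the neutral control wells and 100% = twice that signal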
HDAC3 inh: inhibitors of human histone deacetylase 3; O15379; recombinant HDAC3, fluorogenic peptide/trypsin coupled, fluorescence; inhibition, % at 8.3 µM; 320,000 tested, 0.15% active; in the data active = inhibition above about 26%, passing the limit was not always enough; inconclusive = no clear call, values can overlap the other calls
Target sequence (O15379 whole entry, looked up): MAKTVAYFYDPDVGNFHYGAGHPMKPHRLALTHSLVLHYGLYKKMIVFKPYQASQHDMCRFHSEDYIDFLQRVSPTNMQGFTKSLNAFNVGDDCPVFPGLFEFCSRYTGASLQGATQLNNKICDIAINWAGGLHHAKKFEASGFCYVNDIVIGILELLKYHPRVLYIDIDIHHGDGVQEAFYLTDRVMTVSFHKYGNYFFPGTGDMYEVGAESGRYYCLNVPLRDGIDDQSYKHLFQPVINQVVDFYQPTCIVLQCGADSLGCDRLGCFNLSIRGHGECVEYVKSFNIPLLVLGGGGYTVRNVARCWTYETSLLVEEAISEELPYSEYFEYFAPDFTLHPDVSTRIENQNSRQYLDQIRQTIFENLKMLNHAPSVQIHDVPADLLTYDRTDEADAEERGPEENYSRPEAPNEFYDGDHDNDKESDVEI
An asterisk follows results filed as active; ? = inconclusive; nt = not tested or not shown.

Values run as follows: HDAC3 inh | KLF5 inhibitor | AI-2 QS modul | IEC-6 tox | HSF1 activator | HSP90 inh | aSyn UTR inh | HIF act | Platelet DG rel | HSF1 inh
CCN(CC(=O)Nc1c(F)cccc1F)C(=O)c1cc(-c2cccs2)nn1-c1ccccc1
    -4 | nt | 22 | nt | -11 | nt | 18 | 0.1 | 11 | -12
CC(C)(C)NC(=O)c1cnn2c1NC(c1ccc(F)cc1)CC2C(F)(F)F (stereo unspecified)
    6 | -24 | 13 | 1 | -8 | 0 | 16 | -0.4 | -2 | -4
O=C(CSc1ccc(Cl)cc1)Nc1ccc(NC(=O)c2ccco2)cc1
    -6 | -46 | 25 | 0 | 29 | 2 | -45 | nt | -13 | 8
CC1CCCN(C(=O)C(C)Sc2nc(-c3ccccc3)cc(C(F)(F)F)n2)C1 (stereo unspecified)
    4 | 7 | 15 | 4 | -1 | 6 | 27 | 0.1 | 2 | -3
CN(Cc1ccccc1)C(=O)N1CCOCC1
    4 | -15 | 20 | 7 | 9 | -1 | -1 | 0.2 | -2 | -1
NCCN=C1NS(=O)(=O)c2ccccc21
    -6 | 4 | 15 | -3 | 7 | 1 | 6 | -0.1 | 0 | -3
C=CCOc1cccc(C2c3c(oc4ccccc4c3=O)C(=O)N2c2ccccn2)c1 (stereo unspecified)
    -3 | 3 | 12 | 2 | -1 | 1 | -8 | -0.1 | 7 | -3
O=C(OCC(=O)N1CCc2ccccc21)c1c2c(nc3ccccc13)CCCCC2
    -2 | -19 | 28 | 7 | 19 | -2 | -40 | 0.6 | -2 | 16
Cc1scc(-c2n[nH]c(=S)n2C(C)c2ccccc2)c1C (stereo unspecified)
    7 | -9 | -64 | -5 | -48 | 7 | 9 | 0.0 | -1 | -33
O=C(CSCc1ccc(Br)cc1)Nc1ccc(S(=O)(=O)N2CCCCCC2)cc1
    12 | -29 | 36 | -4 | 26 | 0 | 19 | -0.6 | 1 | 7
Cc1ccc(S(=O)(=O)Nc2ccc3c(c2)OCCO3)cc1C
    0 | -26 | 25 | 7 | -53 | 13 | -12 | -0.8 | 0 | -42
COc1ccc(C(=O)Nc2ccc(S(=O)(=O)Nc3onc(C)c3C)cc2)c(OC)c1
    0 | -8 | 26 | -6 | 0 | 3 | -15 | -0.2 | -1 | -4
CS(=O)(=O)N(CC(=O)NCCSC1CCCCC1)c1ccc2c(c1)OCO2
    3 | 6 | 2 | 0 | -74 | -2 | -12 | 0.0 | -17 | -67*
O=S(=O)(c1ccc2ccccc2c1)N1CCN=C1SCc1cccnc1
    0 | -13 | 12 | 9 | 12 | 1 | 17 | -0.4 | 9 | 5
CSc1oc(-c2ccco2)nc1S(=O)(=O)c1ccc(F)cc1
    -5 | -19 | 51 | 1 | 21 | -3 | -1 | -0.2 | -3 | 7
CCOC(=O)C(Cc1ccc(O)cc1)NC(=O)CNC(=O)C(CC(C)C)NC(=O)OC(C)(C)C (stereo unspecified)
    0 | -5 | 22 | 9 | -8 | 2 | 7 | 0.2 | -3 | -8
COc1ccccc1-c1noc(CCC(=O)NC2CCCC2)n1
    0 | -20 | 29 | -3 | 2 | -5 | 0 | -0.3 | 0 | 0
C=C(C)c1cccc(C(C)(C)NC(=O)N(Cc2ccccc2)Cc2ccco2)c1
    -2 | -7 | 14 | 3 | 3 | 2 | 6 | 0.0 | 0 | 3
O=C1c2ccccc2C(=O)N1CC(O)COc1ccc(Cl)cc1 (stereo unspecified)
    -4 | -37 | -58 | -7 | 41 | -4 | -10 | 0.0 | -1 | 24
Cc1ccnc(NS(=O)(=O)c2ccc(NC(=O)CCOc3ccccc3)cc2)n1
    1 | -25 | -47 | -2 | -10 | 0 | 4 | 0.2 | -3 | -3
CN(C)c1ccc(CNCCC2CCOC(C)(C)C2)cc1 (stereo unspecified)
    4 | -24 | -5 | -2 | 0 | 0 | -32 | nt | -3 | 6
O=C(NCc1cccnc1)/C(=C/c1ccccc1)NC(=O)c1ccccc1
    -9 | 9 | 14 | -6 | -2 | 1 | -21 | -0.3 | -7 | -3
CCCCn1c(SCC(=O)Nc2cccc(OC)c2)nc2ccc(N3CCOCC3)cc2c1=O
    -7 | -4 | -5 | 4 | 18 | 5 | 5 | 0.3 | 14 | 4
COc1ccc([N+](=O)[O-])cc1N(CC1CO1)S(=O)(=O)c1ccc(C)cc1 (stereo unspecified)
    4 | -4 | 23 | -4 | 7 | -3 | 1 | 0.4 | 0 | 3
CCOC(=O)C1CCCN(C(=O)c2ccc3oc(Cc4ccccc4)nc3c2)C1 (stereo unspecified)
    -3 | -196 | 25 | -5 | 45 | -8 | -207 | 4.4 | ? | 34
N#Cc1ccc(OCC(=O)OCC(=O)NCCC2=CCCCC2)cc1
    -1 | -9 | 19 | -2 | -10 | 2 | 14 | -0.4 | -2 | -8
CC1(C)Cc2ccccc2C(N/N=C/c2ccc(Cl)cc2)=N1
    9 | -40 | 33 | -2 | -9 | 1 | 1 | -0.6 | 0 | -3
CCn1c(SCC(=O)O)nnc1-c1ccccc1
    4 | 8 | 12 | 0 | 12 | -1 | 3 | -0.1 | 1 | 8
CCC(C(=O)Nc1cc(OC)c(NC(=O)c2ccccc2)cc1OC)c1ccccc1 (stereo unspecified)
    2 | -9 | -11 | 1 | -2 | 1 | 13 | -0.7 | -9 | -3
CC1CN(S(=O)(=O)c2cccc(C(=O)N=c3sccn3C)c2)CC(C)O1 (stereo unspecified)
    8 | nt | 7 | nt | -7 | nt | 8 | 0.0 | 0 | 1
C=CCNC(=S)N1CCN(CCN=CC2=C(O)CC(c3ccco3)CC2=O)CC1 (stereo unspecified)
    1 | -8 | 27 | 1 | -7 | 2 | 7 | -0.5 | -8 | -4
ClCc1csc(N/N=C/c2cccs2)n1
    0 | 16 | 4 | 4 | -22 | 5 | -72 | -0.6 | 0 | -8
CCN(CC(=O)NCC1CCCO1)S(=O)(=O)c1ccc(Cl)cc1 (stereo unspecified)
    9 | -13 | 0 | -1 | -4 | -2 | 9 | -0.4 | 0 | -5
COc1ccc(N2CCN(C(=O)CCC(=O)N3Cc4ccccc4Oc4ncccc43)CC2)cc1
    2 | -16 | 22 | 1 | 17 | 1 | 1 | -0.7 | -7 | 12
CCN(CCCNC(=O)Cn1ncc2c([nH]c3ccc(C)cc32)c1=O)c1ccccc1
    -4 | -21 | 13 | 5 | -7 | -5 | 8 | -0.2 | -2 | -4
COc1ccccc1N1CCN(S(=O)(=O)c2c[nH]c(=O)[nH]c2=O)CC1
    3 | nt | 22 | nt | -18 | nt | -9 | 0.6 | -3 | -2
C=CCn1c(-c2csc(-c3ccc(Cl)cc3)n2)n[nH]c1=S
    -67 | -7 | 24 | 3 | 6 | 3 | -5 | 1.0 | -5 | 6
CS(=O)(=O)N1CCC(Oc2ccccc2C(=O)N2CCCCC2CO)CC1 (stereo unspecified)
    nt | 1 | 20 | 3 | -20 | 0 | 5 | -0.1 | 17 | -4
CSc1ccccc1NC(=O)CN(C)Cc1c(O)ccc2ccccc12
    1 | -33 | 40 | -2 | 2 | -3 | 28 | -0.2 | 1 | -1
CCOC(=O)CN(C(=O)CSc1nnc(Cc2ccccc2)n1-c1ccc(C)cc1)c1ccccc1
    10 | -4 | 17 | 2 | 14 | 3 | 5 | 0.1 | -16 | 7
O=C(Nc1ccccc1)OCCNC(=O)c1cccc(Cl)c1
    5 | -28 | -8 | 1 | 2 | -3 | -46 | 2.4 | -1 | 5
O=C(Nc1cccnc1)C1CCN(S(=O)(=O)c2ccc(Cl)cc2)CC1
    -8 | 5 | 49 | -5 | -10 | -1 | 26 | 0.4 | -10 | 3
CC1CCCCC1NC(=O)c1ccc(N2CCCC2=O)cc1 (stereo unspecified)
    15 | -14 | 14 | 4 | -2 | 1 | -6 | 0.7 | -4 | -5
CCOC(=O)C(=O)NNc1ccccc1OC
    -1 | -8 | 12 | 2 | 39 | -2 | -9 | -0.3 | 2 | 20
Cc1ccccc1NC(=O)CSc1nnc(CNC(=O)c2ccc3c(c2)OCO3)n1C
    -4 | -13 | nt | 3 | 16 | 0 | -2 | 0.5 | 13 | -6
Cc1cc(NC(=O)CSc2ccnc(=O)[nH]2)no1
    -2 | nt | 14 | nt | -7 | nt | -1 | -0.3 | -16 | 2
Nc1c(C(=O)C2CC2)sc2nc(-c3ccccc3)cc(C(F)(F)F)c12
    -1 | 7 | 27 | 2 | 0 | -2 | -19 | -0.3 | 2 | -1
CCCn1cc(CN2CCC(N3CCC(C(=O)N4CCOCC4)CC3)CC2)c(C)n1
    nt | -28 | 18 | 0 | -5 | 4 | 0 | 0.3 | 0 | -7
COC(=O)c1ccc(NC(=O)CN(c2ccc(C)cc2)S(=O)(=O)c2c(C)nn(C)c2C)cc1
    3 | -30 | 18 | -7 | -4 | 0 | -3 | 0.4 | 6 | -11
COc1ccc(C)cc1NC(=O)CCNS(=O)(=O)c1ccc2c(c1)CCC(=O)N2
    ? | -15 | 5 | 2 | -3 | 3 | -3 | 0.0 | 1 | 4

One compound at a time, as listed above. Order of screens: HDAC3 inh, KLF5 inhibitor, AI-2 QS modul, IEC-6 tox, HSF1 activator, HSP90 inh, aSyn UTR inh, HIF act, Platelet DG rel, HSF1 inh
O=C(Nc1cccnc1)C1CCN(S(=O)(=O)c2ccc(Cl)cc2)CC1 reads -8, 5, 49, -5, -10, -1, 26, 0.4, -10, 3
O=C(Nc1ccccc1)OCCNC(=O)c1cccc(Cl)c1 reads 5, -28, -8, 1, 2, -3, -46, 2.4, -1, 5

Other compounds follow:
Values run as follows: HDAC3 inh | KLF5 inhibitor | AI-2 QS modul | IEC-6 tox | HSF1 activator | HSP90 inh | aSyn UTR inh | HIF act | Platelet DG rel | HSF1 inh
O=C(N/N=C/c1ccc(N2CCCCC2)o1)c1ccccc1[N+](=O)[O-]
    6 | -23 | 11 | -3 | -7 | 2 | 2 | -0.9 | 2 | 10
O=C(/C=C/c1ccc([N+](=O)[O-])cc1)/C=C/c1ccco1
    1 | -15 | 30 | -15 | 34 | 5 | -215 | 1.0 | -7 | 33
COc1ccccc1N1CCN(C(=O)c2ccc3c(c2)CCN3S(=O)(=O)c2ccccc2)CC1
    -5 | -14 | 4 | 9 | 20 | 4 | 14 | -0.4 | -12 | 32
N/C(=N\OC(=O)c1ccc(Cl)cc1Cl)c1ccncc1
    -3 | -109 | 21 | -4 | ? | -2 | -112 | 2.7 | 18 | 20
COC(=O)c1cc(OC)c(OC)c(OC)c1NC(=O)c1ccc(S(=O)(=O)N(C)C)cc1
    7 | -16 | 21 | -4 | -7 | -4 | 10 | nt | -5 | -4
O=C(Cc1ccccc1)N1CCCC(c2nc(-c3ccc(S(=O)(=O)N4CCCC4)cc3)no2)C1 (stereo unspecified)
    -1 | 3 | -9 | 6 | -25 | 3 | -3 | -0.5 | 13 | -6
Cc1[nH]n(S(=O)(=O)Cc2ccccc2)c(=O)c1N=Nc1ccccc1Cl
    10 | -9 | 24 | -3 | 25 | 3 | 16 | -0.7 | -5 | 8
c1ccc(C(c2nnnn2C2CCCC2)N2CCN(c3nc4ccccc4s3)CC2)cc1 (stereo unspecified)
    5 | -4 | 22 | 9 | 21 | 1 | 4 | -16 | -11 | 10
